# tim23-1 inh: inhibits growth of tim23-1 mutant yeast | S. cerevisiae tim23-1 growth, BacTiter-Glo luminescence, 24 h | inhibition, % at 20 µM | 330,000 compounds, 1.3% hits | AID 463212;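 active = growth inhibition of the mutant yeast at or above 50%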;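 note: temperature-sensitive mutant grown at 25 °C; plate controls were DMSO-treated mutant yeast for no effect and medium wells lacking yeast for full effect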
# UPR XBP1 act: activators of adaptive arm of unfolded protein response (XBP1) | CHO-XBP1 luciferase reporter, IRE1-XBP1 UPR activation, luminescence; percent of tunicamycin response, DMSO as zero | activation, % at 20 µM | 330,000 compounds, 0.33% hits | AID 463104;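 active = versus positive control, 20 µM dose yields 30% or more activation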;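 note: 100% = tunicamycin at 10 µg/mL and 0% = DMSO only wells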
#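 Material: CHO cell line with stable XBP1 luciferase reporter; schedule: 16-18 h cell attachment at 37 °C, then 6 h compound exposure; signal: glow luminescence from Steady-Glo reagent; medium: serum-containing F12 medium, 10% FBS; benchmarks: tunicamycin 10 µg/mL and vehicle-only wells; read-out: percent activation relative to tunicamycin reference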
# Mdm2-MdmX inh: human Mdm2/MdmX binding inhibition. 330,000 compounds, 3% hits. inhibition, % at 8 µM. SaOS-2 split-luciferase Mdm2/MdmX complementation, luminescence;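 active = inhibition of at least 50% at 8 µM in the primary screen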
# 697 NFkB inh: inhibitors of the PMA/ionomycin-induced NF-kB reporter in 697 B cells. 697 B-cell NF-kB luciferase reporter, 16 h. inhibition, % at 4 µM. 330,000 compounds, 0.33% hits. AID 435022; in the data active = inhibition above about 35%
# APJ antag: antagonists of human APJ apelin receptor. inhibition, % at 20 µM. 330,000 compounds, 0.32% hits. CHO-K1 APJ beta-arrestin complementation, luminescence. P35414;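 active = inhibition above about 40% at 20 µM, limit read from the data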;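 note: cells challenged with 10 nM apelin-13 agonist together with compound; plate controls were apelin-13 plus DMSO wells for no effect and DMSO wells lacking apelin-13 for full effect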
# Target sequence (P35414 whole entry, looked up): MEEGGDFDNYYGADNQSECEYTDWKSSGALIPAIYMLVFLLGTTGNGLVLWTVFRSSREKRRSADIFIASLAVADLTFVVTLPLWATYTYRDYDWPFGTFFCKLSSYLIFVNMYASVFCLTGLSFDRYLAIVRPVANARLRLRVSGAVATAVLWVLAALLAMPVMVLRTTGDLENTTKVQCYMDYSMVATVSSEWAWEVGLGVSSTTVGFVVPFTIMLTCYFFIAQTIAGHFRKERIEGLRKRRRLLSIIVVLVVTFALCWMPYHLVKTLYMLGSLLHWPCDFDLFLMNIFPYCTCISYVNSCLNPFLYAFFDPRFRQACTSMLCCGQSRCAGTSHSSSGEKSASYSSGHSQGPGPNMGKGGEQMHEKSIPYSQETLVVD
# Jurkat NFkB inh: lowers PMA/ionomycin-induced NF-kB signal in Jurkat cells. PMA/ionomycin-induced NF-kB luciferase reporter, luminescence. inhibition, % at 4 µM. 330,000 compounds, 0.53% hits. AID 435003; in the data active = inhibition above about 50%
# UPR CHOP act: apoptotic UPR (CHOP) activation | CHO-CHOP luciferase reporter, luminescence; percent of tunicamycin response over DMSO baseline | activation, % at 10 µM | 330,000 compounds, 0.34% hits;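 active = at 10 µM dose, activation of 40% or more, normalized to positive control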;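 note: 100% = tunicamycin at 10 µg/mL and 0% = DMSO alone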
#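 Evaluation: % reporter activation, DMSO baseline versus tunicamycin full activation; System: CHO-CHOP luciferase reporter cell line; Input: 500 cells/well; Incubation: 6 h compound treatment, 37 °C; Measured by: Steady-Glo luciferase luminescence; Dosing: one dose, 10 µM in 0.5% DMSO; Buffer or medium: F12 medium, 10% FBS; Benchmarks: positive tunicamycin 10 µg/mL, negative DMSO alone.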
# APJ agonist: activates the human apelin receptor APJ | AID 2520 | 330,000 compounds, 0.11% hits | activation, % at 20 µM | CHO-K1 APJ PathHunter beta-arrestin, luminescence; 0% DMSO wells, 100% apelin;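 active = activation more than six SD over the plate average, tested at 20 µM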;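 note: 0% = DMSO alone and 100% = apelin-13 at 10 nM; some results filed as inactive read as strong as hits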
#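 Assay system – PathHunter CHO-K1 APJ (AGTRL-1) beta-arrestin reporter cells · Compound – one dose, 20 µM compound, 1% DMSO · Timing – compound 90 min 25 °C, reagent 1 h · Measured by – luminescence from split beta-galactosidase complementation, Galacton Star/Emerald II substrate · Measure – beta-arrestin recruitment to APJ as agonist activity, luminescent signal · Benchmarks – DMSO vs Apelin-13 10 nM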
# An asterisk follows results filed as active.
1) CCOC(=O)c1cccc(NC(=O)c2ccc(NC(=O)c3ccco3)cc2)c1
2) Cc1ccc(S(=O)(=O)NCCCC(=O)C=[N+]=[N-])cc1
3) CC(OC(=O)CCN=C1NS(=O)(=O)c2ccccc21)C(=O)NCc1ccccc1 (centres undefined)
4) Cn1c(N)c(C#N)c(C#N)c1-c1ccccc1
5) O=C(Nc1ccncc1)c1cccc(S(=O)(=O)N2CCN(c3ccc(F)cc3)CC2)c1
6) COc1ccc(C(=O)NCC(=O)OCC(=O)Nc2cc(OC)ccc2OC)cc1
7) CCOC(=O)C1=C(C)C(c2ccccc2OC)NC(=O)N1 (centres undefined)
8) O=C(/C=C/c1ccco1)NCC1OCCc2ccccc21 (centres undefined)
Compound	1	2	3	4	5	6	7	8
tim23-1 inh	18	4	7	0	20	-6	5	16
697 NFkB inh	21	-2	9	2	1	-17	-20	4
Mdm2-MdmX inh	73*	5	-9	23	31	-15	-23	-23
UPR XBP1 act	2	-2	0	-2	1	2	-2	4
APJ agonist	4	-6	3	1	19	-1	-4	5
APJ antag	17	14	19	-4	-24	-13	-6	-9
UPR CHOP act	-1.2	-1.9	0.6	-1.4	2.0	1.2	-0.4	-0.4
Jurkat NFkB inh	21	5	-7	8	29	-9	-17	1

9) [O-]c1c[n+](-c2ccc(-[n+]3cc([O-])on3)cc2)no1
10) NC(=S)N/N=C/c1ccc(-c2ccc(Cl)c(Cl)c2)o1
11) O=C(CSc1ccccc1)Nc1ccc2c(c1)OCO2
12) O=C(NC1CC2CCCC(C1)N2C(=O)Nc1ccc(F)cc1)c1ccccc1 (centres undefined)
13) Cc1ccnn1C(C)C(=O)O (centres undefined)
14) COc1cc2ccccc2cc1C(=O)NC1CCCCC1
15) COc1ccc(NC(=O)COc2ccc3c(c2)OCO3)cc1
16) O=C(O)CCN1C(=O)c2ccncc2C1=O
Compound	9	10	11	12	13	14	15	16
tim23-1 inh	-8	58*	12	12	4	6	4	-14
697 NFkB inh	24	11	-5	-2	2	-48	0	-14
Mdm2-MdmX inh	5	-14	1	6	2	-100	-7	-12
UPR XBP1 act	1	7	1	-3	-2	7	-4	1
APJ agonist	0	-5	0	-2	-3	-3	0	-3
APJ antag	3	19	-24	1	5	19	-4	-4
UPR CHOP act	-0.4	5.7	8.0	0.2	-0.5	6.8	0.2	0.0
Jurkat NFkB inh	14	-2	-73	2	0	-36	-13	6

17) CCCCNC(=O)Nc1c(C)cc(SC#N)cc1C
18) CN(C)c1cccc(C(=O)NCC2CCCO2)c1 (centres undefined)
19) COc1ccc(N2CCC(CNC(=O)Nc3ccc(C)c(C)c3)C2)cc1 (centres undefined)
20) Cc1ccc(C(=O)NCC(=O)Nc2ccc(S(=O)(=O)Nc3cc(C)nc(C)n3)cc2)cc1
21) O=C(CN1CCN(c2ccccn2)CC1)Nc1cc(F)ccc1F
22) CCOc1ccccc1Nc1nnc(SCC(=O)Nc2nc(-c3ccc(OC)cc3)cs2)s1
23) Cc1ccc(NC(=O)c2ccc(Cl)nc2)cc1S(=O)(=O)N1CCOCC1
24) Cc1cc(C)nc(NC(=NCCc2c[nH]c3ccccc23)NC(=O)Nc2ccc(Cl)c(Cl)c2)n1
Compound	17	18	19	20	21	22	23	24
tim23-1 inh	5	15	4	14	13	-4	4	25
697 NFkB inh	1	-6	-6	-25	-1	-15	-15	20
Mdm2-MdmX inh	-4	9	-27	-13	16	3	48	34
UPR XBP1 act	-1	0	-5	4	-1	0	-2	-3
APJ agonist	-5	-3	1	0	-2	2	-3	0
APJ antag	5	7	3	4	4	-24	2	-16
UPR CHOP act	1.7	2.7	2.9	0.9	-0.6	2.9	-0.4	0.1
Jurkat NFkB inh	-5	-9	4	-10	-20	-8	40	-3

25) CC(C)Oc1ccc(S(=O)(=O)N2CCOCC2)cc1NC(=O)CN1C(=O)NC2(CCCC2)C1=O
26) Cn1c2ccccc2c2nnc(SCC(=O)Nc3cccc(C(=O)O)c3)nc21
27) CCN1CCN(c2ccc(Nc3ccnc4ccccc34)cc2)CC1
28) COc1ccc(OC)c(NC=C2C(=O)OC3(CCCCC3)OC2=O)c1
29) COc1ccc(N2CCN(C(=O)CCNS(=O)(=O)c3ccccc3)CC2)cc1
30) CC(=O)c1c(NC(=O)c2ccccc2)[nH]c(-c2ccccc2)nc1=S
31) COc1cc(/C=N/Nc2ccc(Cl)c(C(=O)O)c2)ccc1OC(=O)c1cccs1
32) C=C(C)Cn1c(SCC(=O)NCc2ccco2)nc2sc3c(c2c1=O)CCC3
Compound	25	26	27	28	29	30	31	32
tim23-1 inh	-8	15	-67	33	5	6	15	33
697 NFkB inh	5	-9	-3	0	-16	-18	-12	15
Mdm2-MdmX inh	16	15	87*	4	0	-9	10	11
UPR XBP1 act	-3	1	-2	2	-2	-1	-2	-3
APJ agonist	-4	-4	0	-2	-4	-4	-1	2
APJ antag	5	8	14	1	-4	30	13	8
UPR CHOP act	1.5	-1.9	0.0	0.9	-0.8	-1.8	-0.2	-2.5
Jurkat NFkB inh	27	3	33	-7	4	-10	18	-7

33) O=C(Nc1ccccc1Cl)Nc1ccnn1C1CCN(C(=O)CCN2CCCO2)CC1
34) COc1cccc(C(=O)NCCN2CCN(c3ccccc3)CC2)c1
35) O=C(O)c1cccc([N+](=O)[O-])c1C(=O)Nc1ccc2ccccc2c1
36) NC(=O)c1cc2cc([N+](=O)[O-])ccc2oc1=O
37) COc1ccc(-n2nnc3c(=O)n(CC(=O)OCc4ccccc4)cnc32)cc1
38) c1ccc2c(c1)ccc1ccccc12
39) O=C(NCCCl)Nc1cccc(Br)c1
40) COC(=O)CC1(c2ccccc2)C(=O)c2ccccc2C1=O
Compound	33	34	35	36	37	38	39	40
tim23-1 inh	13	-4	10	4	5	-2	20	-1
697 NFkB inh	-42	2	-10	23	17	9	11	1
Mdm2-MdmX inh	23	18	-4	1	3	7	13	-2
UPR XBP1 act	3	-6	-6	1	3	1	1	-2
APJ agonist	5	2	-4	-2	0	-4	-2	-1
APJ antag	19	-8	15	3	-3	2	9	-20
UPR CHOP act	1.3	-0.1	-1.0	-1.0	-1.6	2.5	-1.3	-1.8
Jurkat NFkB inh	-6	11	-10	4	-2	-9	-6	-1

41) Cc1cccc(C(=O)OCC(=O)NN2C(=O)NC3(CCC(C)CC3)C2=O)c1O (centres undefined)
42) N#C/C(=C\c1cccnc1)C(=O)Nc1ccc(Cl)cc1
43) COc1ccc(OCC(=O)NCC(c2cccs2)N2CCOCC2)cc1 (centres undefined)
44) COc1ccc(CCNC(=O)CN(c2cc(C)cc(C)c2)S(=O)(=O)c2c(C)noc2C)cc1OC
45) Cc1ccc(-n2c(Cc3cccn3C)nnc2SCC(=O)NC2CCCCC2)cc1
46) CCCCNC(=O)C1CCCN1C(=O)Nc1ccccc1 (centres undefined)
47) N#C/C(=C/c1ccc(-c2ccc(Br)cc2)o1)C(=O)NC1CCCCC1
48) CCNS(=O)(=O)c1ccc(CCC(=O)NCc2cccnc2)cc1
Compound	41	42	43	44	45	46	47	48
tim23-1 inh	-4	76*	21	28	19	3	19	-10
697 NFkB inh	2	11	6	-18	-20	19	0	3
Mdm2-MdmX inh	20	20	10	13	-9	-10	15	10
UPR XBP1 act	0	-3	2	-7	-1	0	1	-6
APJ agonist	4	-3	0	-1	-3	-5	1	-1
APJ antag	-32	-37	17	6	26	16	2	-8
UPR CHOP act	-0.1	-2.4	0.6	0.4	-0.6	-1.0	5.2	1.8
Jurkat NFkB inh	-3	11	9	6	-6	19	2	-12

49) COc1ccccc1NC(=O)CSc1nnc(C2CCCCC2)n1-c1ccccc1
50) Cc1ccccc1C(=O)c1c[nH]c(C(N)=O)c1
51) Cn1cccc1/C=N/NC(=O)c1cccs1
52) Cc1ccc(CCNC(=O)CCSCc2ccc(Cl)cc2)cc1
53) CC1(C)Cc2nc(Cl)c(C(N)=O)cc2CO1
54) Cc1nc(N)sc1-c1csc(Nc2ccccc2)n1
55) C/C(=N\NC(=O)c1cc(-c2ccc(C)s2)nc2ccccc12)c1cccnc1
56) CCOC(=O)C1(CCOC)CCN(Cc2cccc(OCc3ccccc3)c2)CC1
Compound	49	50	51	52	53	54	55	56
tim23-1 inh	14	15	-5	-4	-14	27	-7	17
697 NFkB inh	-34	2	-37	2	-3	-22	-41	1
Mdm2-MdmX inh	31	-12	7	11	-12	-19	17	8
UPR XBP1 act	-1	-3	-3	-2	0	1	3	2
APJ agonist	-2	-1	-3	-3	1	-4	0	-2
APJ antag	7	16	5	1	7	-6	12	14
UPR CHOP act	1.6	-0.3	4.8	-0.3	0.7	2.1	0.1	-0.1
Jurkat NFkB inh	12	5	-10	-11	9	-6	-11	13

57) CC1CC(C)CN(C(=O)CCCn2c(=O)c3cccn3c3cccnc32)C1 (centres undefined)
58) Cc1cccc(NC(=O)COC(=O)C2COc3ccccc3O2)c1C (centres undefined)
59) CC(=O)NCc1ccc(S(=O)(=O)N2CCN(S(=O)(=O)c3ccc4ccccc4c3)CC2)cc1
60) COC(=O)c1cc(C(C)=O)n2ccccc12
61) CCOc1ccc(C(=O)Nc2cccc3ncccc23)cc1Br
62) Cc1ccc(C(O)Cn2nc(C)cc2C)cc1 (centres undefined)
63) O=C(COC(=O)c1cc(Br)c(Br)s1)NCCC1=CCCCC1
64) COc1ccc(OC)c(Nc2nc(N)nc(CCl)n2)c1
65) CCOC(=O)c1c(C(=O)OCC)c(C)n(N2C(=O)CSC2=S)c1C
66) c1cncc(Oc2cccc(Oc3cccnc3)c2)c1
Compound	57	58	59	60	61	62	63	64	65	66
tim23-1 inh	28	13	6	0	3	16	-9	19	12	8
697 NFkB inh	-7	-10	-6	33	3	6	12	-22	-40	-49
Mdm2-MdmX inh	-5	3	63*	32	15	-7	-2	82*	-14	-7
UPR XBP1 act	-4	-3	0	0	-3	2	-3	-3	-3	-3
APJ agonist	4	0	0	-1	-2	-3	-1	7	-1	-2
APJ antag	12	1	4	14	11	0	16	8	33	9
UPR CHOP act	0.9	0.2	-2.0	-2.9	0.5	1.4	1.6	22	-1.2	3.9
Jurkat NFkB inh	-3	8	12	9	4	14	-19	-20	-13	-12

# Shown with each value named: 4 of the compounds above.
62. Cc1ccc(C(O)Cn2nc(C)cc2C)cc1 (centres undefined)
  tim23-1 inh: 16 | 697 NFkB inh: 6 | Mdm2-MdmX inh: -7 | UPR XBP1 act: 2 | APJ agonist: -3 | APJ antag: 0 | UPR CHOP act: 1.4 | Jurkat NFkB inh: 14
63. O=C(COC(=O)c1cc(Br)c(Br)s1)NCCC1=CCCCC1
  tim23-1 inh: -9 | 697 NFkB inh: 12 | Mdm2-MdmX inh: -2 | UPR XBP1 act: -3 | APJ agonist: -1 | APJ antag: 16 | UPR CHOP act: 1.6 | Jurkat NFkB inh: -19
64. COc1ccc(OC)c(Nc2nc(N)nc(CCl)n2)c1
  tim23-1 inh: 19 | 697 NFkB inh: -22 | Mdm2-MdmX inh: 82* | UPR XBP1 act: -3 | APJ agonist: 7 | APJ antag: 8 | UPR CHOP act: 22 | Jurkat NFkB inh: -20
65. CCOC(=O)c1c(C(=O)OCC)c(C)n(N2C(=O)CSC2=S)c1C
  tim23-1 inh: 12 | 697 NFkB inh: -40 | Mdm2-MdmX inh: -14 | UPR XBP1 act: -3 | APJ agonist: -1 | APJ antag: 33 | UPR CHOP act: -1.2 | Jurkat NFkB inh: -13
